IL-1B inflam inh – blocks inflammasome-driven IL-1 beta release; THP-1 LPS/ATP IL-1B secretion, AlphaLISA, 16 h; hits give low values; activity change, % at 57.5 µM; hit rate 4.7% among 360,000; in the data active means activity change below about -50%; inconclusive means mostly about -30% to -49%; further: on the % scale 0 is the no-effect control and ±100 the full control effect
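THP-1 cells pretreated 1 hr with compounds (up to 57.5 uM final), then stimulated with LPS (250 ng/mL final) plus ATP (1.25 mM final); secreted IL-1B measured by AlphaLISA after 16 hr, decreased signal indicating inhibition.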
SW480 rereplic – DNA re-replication induction in SW480 cells | SW480 DNA re-replication, Hoechst DNA content imaging, 48 h | Potency, µM (doses to about 46.1 µM), for inactives: at the highest dose re-replication activation, hits mostly activators | hit rate 1.8% among 340,000; further: potency means the concentration at half of the fitted maximal effect; % of control where 0% means no effect; nearly all actives have a fitted effect of over 55% in size
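DNA re-replication was detected as more nuclei of elevated Hoechst intensity after 48 hr exposure to compound (23 nL pinned per well of 250 cells).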
ATXN2 expr inh – ATXN2 expression inhibition; AID 1745845; hit rate 0.72% among 360,000; Potency, µM (top dose mostly 57 µM), without a hit: at the highest dose activity change, negative = inhibition, actives largely listed as inhibitors; HEK-293 ATXN2-luciferase reporter, luminescence, 24 h; further: potency means the concentration at half of the fitted maximal effect; on the % scale 0 is the no-effect control and ±100 the full control effect; nearly all actives have a fitted effect of over 55% in size
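qHTS (up to 57 uM final) was run with 24 h compound exposure of reporter cells at 37 °C. Each well was multiplexed: SteadyGlo luminescence measured ATXN2-luciferase expression after a fluorogenic Gly-Phe-AFC viability readout (25 uM final).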
HepG2 viability – HepG2 cytotoxicity, counter-screen for TGF-b inhibitors | HepG2 CAGA-GFP viability, ATP luminescence, 18 h | Potency, µM (top dose mostly 46.1 µM), for inactives: top-dose activity change, negative = cytotoxicity, usual class: cytotoxic | hit rate 0.76% among 410,000 | AID 588856; further: potency means the concentration at half of the fitted maximal effect; some results filed as inactive show a strong effect at the top dose
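CellTiter-Glo luminescence gave cytotoxicity after 18 hours at 37 degrees C. The cells were HepG2 CAGA-GFP in 1% FBS DMEM, stimulated with 500 pg/mL TGF-beta after compound addition. %Activity was normalised to no-cell wells (complete cell-killing) and DMSO (no toxicity), and curves were fitted and classified.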
KB-3-1 tox – kills parental KB-3-1 adenocarcinoma cells; KB-3-1 viability, CellTiter-Glo ATP luminescence, 72 h; AID 1347075; Potency, µM (highest dose often 46.1 µM), inactives show at the top dose activity change, negative = cytotoxic, actives largely listed as cytotoxic; hit rate 1.4% among 400,000; further: potency means the concentration at half of the fitted maximal effect; on the % scale 0 is the no-effect control and ±100 the full control effect; nearly all actives have a fitted effect of over 60% in size
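KB-3-1 cells, DMEM (no phenol red) + 10% FBS; compound by pin transfer, 72 h, 37 °C. Readout: CellTiter-Glo luminescence after 10 min. Data normalized, curve-fitted.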
HT1080 IDH1KD tx – kills HT-1080 cells with IDH1 knockdown | hit rate 2% among 360,000 | AID 686971 | Potency, µM (titrated, usually from 46.1 µM), inactives show at the top dose activity, negative = toxicity, actives largely listed as cytotoxic | HT-1080 IDH1 knockdown viability, ATP luminescence, 48 h;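 further: potency means the concentration at half of the fitted maximal effect; 0% = DMSO wells and -100% = cell-free medium wells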
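% activity derives from luminescence (CellTiter-Glo), normalised to DMSO and no-cell wells. HT-1080-IDH1KD cells, 750/well, had 48 h compound exposure at 37 °C.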
HT1080-NT tox – kills 2HG-producing HT-1080-NT fibrosarcoma cells | HT-1080-NT fibrosarcoma viability, CellTiter-Glo ATP luminescence, 48 h | Potency, µM (titrated, usually from 46.1 µM), for the others: top-dose activity, negative = less viability, most hits filed as cytotoxic | hit rate 1.6% among 360,000 | AID 686970;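 further: NT is the 2HG producing partner of a matched IDH1 knockdown line; potency means the concentration at half of the fitted maximal effect; 0% = DMSO-treated cells and -100% = media-only wells without cells; nearly all actives have a fitted effect of over 55% in size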
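HT-1080-NT fibrosarcoma cells (2HG-overproducing), 750 cells/well in RPMI with 5% FBS, dosed after 2 h and incubated 48 h at 37C. CellTiter-Glo luminescence normalized to DMSO and no-cell wells; concentration-response curves fitted and classed.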
MCF10A rereplic – induces DNA re-replication in MCF 10a normal breast cells; MCF 10A DNA re-replication, Hoechst nuclear intensity, 48 h; hit rate 2.9% among 350,000; AID 624296; Potency, µM (titrated, usually from 46.1 µM), for the others: at the top dose activity, positive = re-replication, hits mostly activators; further: potency means the concentration at half of the fitted maximal effect; % of control where 0% means no effect; nearly all actives have a fitted effect of over 50% in size
S2 tox – cell viability loss in ATXN counter-screen; S2 cells (HEK-293 line with an ATXN2-luciferase reporter) viability, CellTiter-Fluor protease fluorescence, 24 h; Potency, µM (doses to about 56.7 µM), hits mostly cytotoxic; hit rate 0.49% among 400,000; further: potency means the concentration at half of the fitted maximal effect; nearly all actives have a fitted effect of over 40% in size
An asterisk follows results filed as active; i = inactive; u = inconclusive; x = not tested or not shown; [ ] = remark or other dose. Unless noted, the call rests on the fitted dose curve; in most records, active means well fitted curve in the direction sought with a large enough effect; inconclusive means small, poorly fitted or top-dose-only effect, or another doubt; inactive means no such curve, though single readings can be large; an effect the other way counts as inactive or inconclusive.

SMILES	IL-1B inflam inh	SW480 rereplic	ATXN2 expr inh	HepG2 viability	KB-3-1 tox	HT1080 IDH1KD tx	HT1080-NT tox	MCF10A rereplic	S2 tox
c1ccc(C2=Nn3c(nnc3-c3ccco3)SC2)cc1	49	-2%	1%	6%	-7%	-1%	3%	1%	i
CCSc1nc2c(c(=O)[nH]1)C(c1ccccn1)C1=C(CC(C)(C)CC1=O)N2 (configuration not stated)	0	-16%	2%	-15%	22%	19%	11%	u	i
Cc1cccc(NC(=O)CN2CCN(CC(=O)NCC3(N4CCCCC4)CCCCC3)CC2)c1C	-2	-2%	2%	-104%	-2%	1%	-1%	2%	i
CC1(C)CC(=O)CC(C)(C)N1OC(=O)c1ccccn1	10	-6%	1%	3%	14%	19%	12%	0%	i
COc1cccc(CNCc2ccc(OC)cc2OC)c1	-57*	0%	8%	1%	0%	-4%	2%	8%	i
Cc1cc(N2C(=O)c3ccc(C(=O)Nc4ccc(O)cc4C(=O)O)cc3C2=O)no1	-19	-4%	1%	0%	1%	16%	29%	8%	i
Cc1cccc(N(CC(=O)Nc2ccccc2-c2ccccc2)S(=O)(=O)c2ccccc2)c1C	-5	x	-2%	-14%	u	1%	-4%	12%	i
COCCc1ncc(CN2CCC(C(=O)Nc3ccc(-n4cccn4)cc3)CC2)cn1	-20	0%	2%	1%	10%	8%	9%	-2%	i
C/C(CC(=O)Nc1ccc(Cl)cc1C(F)(F)F)=N\NC(=O)c1ccccn1	-16	14%	19%	-19%	9%	-2%	-15%	11%	i
C[C@]12c3[nH]c4ccccc4c3CCN1C(=O)C(CC(=O)NCC13CC4CC(CC(C4)C1)C3)C[C@@H]2C(=O)N1CCOCC1 (some centres not stated)	-29	5%	-11%	-11%	0%	-16%	-12%	-51%[inhibitor]	i
COc1cccc(C(=O)Nc2nnc(S(=O)(=O)N3CCCCC3)s2)c1	-16	-3%	-6%	-25%	-14%	-13%	-9%	-6%	i
Cc1ccc(C(=O)CC2(O)C(=O)N(Cc3ccccc3)c3ccccc32)o1 (configuration not stated)	24	-2%	2%	8%	-17%	-2%	-8%	-6%	i
CCOC(=O)c1cnc(SCC(=O)N2CCN(C(=O)c3ccco3)CC2)nc1N	11	-8%	3%	0%	13%	10%	2%	14%	i
CC(C)SCC(=O)Nc1ncc2c(n1)-c1ccccc1CC2	-7	u	-18%	-1%	6%	-6%	-15%	1%	i
O=C(CCC(=O)c1cccs1)OCC(=O)c1ccccc1	0	3%	-24%	8%	3%	-2%	0%	5%	u
Cc1cc(NC(=S)N(CCCN2CCOCC2)Cc2ccco2)ccc1Cl	u	0%	-11%	8%	-1%	-14%	0%	4%	i
COc1ccc(C(C)(C)C)cc1S(=O)(=O)N1CCC(C(N)=O)CC1	1	-1%	-4%	2%	17%	8%	5%	0%	i
O=C1CCc2nc3ccccc3c(=O)n2N1	23	-8%	-19%	0%	20%	11%	18%	-2%	i
O=C(CCSCCC(=O)NCc1cccs1)NCc1cccs1	28	-2%	7%	2%	4%	10%	12%	-2%	u
COc1ccc(C(=O)OCC(=O)c2c[nH]c3ccccc23)c(OC)c1	35	-3%	x	-2%	8%	-16%	-5%	17%	x
N#Cc1c(F)cccc1N1CCN(Cc2ccc3c(c2)OCO3)CC1	-14	-9%	-32%	3%	0%	-20%	-21%	u	i
CN(Cc1ccc(F)cc1)C(=O)c1cccc(OC2CCN(C3CCCC3)CC2)c1	-4	-1%	3%	-9%	-5%	0%	-4%	5%	i
c1cc2c(cc1-c1[nH]ncc1CN1CC3C[C@@H]4CC1C[C@H](C3)C4)OCO2	-4	-16%	-16%	-6%	-25%	-11%	-8%	-6%	u
CC1=C/C(=C(/c2cc(C)c(O)c(Br)c2)c2ccccc2S(=O)(=O)O)C=C(Br)C1=O	-71*	-35%[inhibitor]	u	-13%	u	u	u	-1%	u
O=C(Cc1ccc([N+](=O)[O-])cc1)Nc1ccc(O)cc1C(=O)O	1	0%	-4%	24%	11%	1%	24%	3%	i

4 entries from above, sorted by their value in IL-1B inflam inh, falling.
SMILES | IL-1B inflam inh | SW480 rereplic
c1ccc(C2=Nn3c(nnc3-c3ccco3)SC2)cc1 | 49 | -2%
Cc1ccc(C(=O)CC2(O)C(=O)N(Cc3ccccc3)c3ccccc32)o1 (configuration not stated) | 24 | -2%
Cc1cccc(N(CC(=O)Nc2ccccc2-c2ccccc2)S(=O)(=O)c2ccccc2)c1C | -5 | x
CC(C)SCC(=O)Nc1ncc2c(n1)-c1ccccc1CC2 | -7 | u

Later entries:
SMILES	IL-1B inflam inh	SW480 rereplic	ATXN2 expr inh	HepG2 viability	KB-3-1 tox	HT1080 IDH1KD tx	HT1080-NT tox	MCF10A rereplic	S2 tox
O=C(Cc1ccccc1)N(c1ccc(F)cc1)C1C=CS(=O)(=O)C1 (configuration not stated)	-22	u	2%	-15%	0%	-8%	-4%	u	i
Cc1ccc(C(=O)OCC(=O)NCCNC(=O)COC(=O)c2ccc(C)s2)s1	8	-2%	7%	5%	12%	20%	6%	10%	i
CCOCCc1nn2c(=O)cc(COC(=O)c3ccc(NC(=O)C(C)(C)C)cc3)nc2s1	x	x	-11%	-19%	-27%	x	x	x	i
O=C(CN1C(=O)NC(Cc2c[nH]c3ccccc23)C1=O)Nc1cccc(S(=O)(=O)N2CCCCCC2)c1 (configuration not stated)	-55*	16%	-20%	-47%	u	u	u	49%	i
O=C(Cn1c(=O)oc2cc(S(=O)(=O)N3CCCC3)ccc21)NC1CCCCC1	-21	13%	-6%	0%	-2%	-1%	0%	13%	i
CCOC(=O)Cn1c2c(c(-c3ccccc3OC)cc1=O)CCCC2	0	1%	24%	9%	-3%	0%	8%	3%	i
CCOc1ccccc1NC(=O)Cn1nnc(C(=O)Nc2ccc(C)cc2)c1N	-10	0%	-8%	-53%	-5%	-7%	1%	1%	i
O=C(N[C@@H](Cc1ccccc1)C(=O)OCc1ccccc1)c1nc[nH]c1C(=O)NC(c1ccccc1)c1ccccc1	0	22%	-5%	-4%	3%	-2%	-5%	u	i
O=C1NN=C2CCCCCC12 (configuration not stated)	u	x	x	-1%	-14%	-6%	-2%	x	i
O=C(CN1CCOCC1)N/N=C/c1ccc(C(=O)O)cc1	-12	2%	16%	4%	-21%	21%	17%	-9%	i
O=C(N/N=C/c1ccc(F)cc1)c1ccccc1	-27	-6%	17%	-12%	3%	11%	5%	-7%	i
CCC1=C2CC[C@H]3C(=O)NC(=O)[C@H]3[C@H]2[C@@]2(Cc3ccccc3)C(=NCC(=O)OC)OC(=O)N2C1=O	15	-6%	2%	9%	3%	6%	11%	10%	i
CNCC(=O)N1CCN(c2ncc(C(F)(F)F)cc2Cl)CC1	4	-7%	-27%	-3%	-1%	1%	0%	u	i
COc1ccc(CNC(=O)c2ccc3nc(CCc4ccccc4)oc3c2)cc1	x	x	7%	-11%	1%	x	x	x	i
Cc1cc(C)n2nc(C(=O)NCc3ccco3)cc2n1	21	-1%	8%	11%	12%	15%	12%	5%	i
O=C(CC1C(=O)NCCN1Cc1ccc(-c2ccccc2)cc1)NCc1ccncc1 (configuration not stated)	-8	5%	x	-16%	-17%	9%	0%	10%	i
Cc1ccc(CN2CCN(/N=C/C(Br)=C\c3ccccc3)CC2)cc1	x	u	-16%	-10%	0%	-1%	-2%	-5%	i
N#CC(=C1C=C(Br)C(=NO)C=C1Cl)c1cccc2ccccc12	-19	x	x	-70%	u	u	u	x	i
O=C(COc1ccc2c(c1)oc(=O)c1ccccc12)NCCN1CCOCC1	-5	2%	-7%	0%	7%	6%	0%	-2%	i
CC(NC(=O)C(C)N1CCN(Cc2ccccc2)CC1)c1ccccc1 (configuration not stated)	9	-2%	-6%	-7%	0%	9%	18%	12%	i
Nc1nnc(SCC(=O)NN2C(=O)NC3(CCCCC3)C2=O)s1	26	-1%	4%	11%	13%	28%	25%	13%	i
CCCn1nc(NC(=O)c2cccc(Cl)c2)c2cc3cccc(C)c3nc21	x	x	10%	51%	8%	x	x	x	i
COc1cc(OC)cc(-c2nc3nc(C)c(CCC(=O)NCC(OC)OC)c(C)n3n2)c1	7	-10%	5%	-11%	21%	5%	6%	-6%	i
CCSc1nc(N)c(C#N)c(-c2ccco2)c1C#N	u	u	1%	8%	-12%	-16%	-21%	u	i
CCOC(=O)C1(CCCc2ccccc2)CCN(C2CCSCC2)CC1	14	u	x	-33%	0%	-6%	1%	9%	u

Additional records follow:
SMILES	IL-1B inflam inh	SW480 rereplic	ATXN2 expr inh	HepG2 viability	KB-3-1 tox	HT1080 IDH1KD tx	HT1080-NT tox	MCF10A rereplic	S2 tox
O=C(CN1C(=O)c2cccc([N+](=O)[O-])c2C1=O)OCC(=O)N1CCCCC1	2	-1%	-10%	37%	11%	-1%	-1%	-1%	i
COc1ccc(-c2csc(NC(=O)C(CC(=O)O)N3CCOCC3)n2)cc1 (configuration not stated)	6	-24%[1.84 µM]	18%	3%	-2%	-1%	3%	-1%	i
COC(=O)c1[nH]c2ccccc2c1CN1CCOCC1	-5	-4%	x	0%	1%	1%	-1%	-5%	i
CCc1ccc(NC(=O)c2cc(C(C)C)on2)cc1	-16	14%	47%[activator]	-6%	0%	-24%	u	3%	i
O=C(NCC#CCOCc1ccccc1)c1ccccc1	0	1%	1%	-3%	-7%	-1%	0%	-7%	i
CCN1C(=O)[C@H]2[C@@H](c3ccc(C(F)(F)F)cc3)N[C@]3(CCCN(Cc4ccccc4)C3=O)[C@H]2C1=O	-20	x	1%	-19%	-7%	-3%	-10%	x	i
CCCCn1c(N)c(N(CCOC)C(=O)c2ccc(S(=O)(=O)N3CCCCC3)cc2)c(=O)[nH]c1=O	0	7%	-9%	-2%	3%	0%	-2%	4%	i
O=C(Nc1cccn(Cc2cccc(F)c2)c1=O)NC1CCCCC1	5	17%	0%	-13%	-1%	7%	2%	-1%	i
